ROC1-CUL1 inh – inhibitors of human ROC1-CUL1 ubiquitin ligase activity; E3 ubiquitin-protein ligase RBX1 (Homo sapiens) + Cullin-1 (Homo sapiens), P62877+Q13616; in vitro K48 di-Ub FRET, acceptor:donor ratio, 45 min; inhibition, % at 10 µM; 0.6% of 140,000 active; AID 1347404, 2020; in the data active = inhibition above about 25%
Target sequence (P62877 whole entry, looked up): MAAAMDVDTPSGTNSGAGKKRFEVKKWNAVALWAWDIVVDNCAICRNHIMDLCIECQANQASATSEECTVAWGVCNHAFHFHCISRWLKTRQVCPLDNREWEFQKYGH
Target sequence (Q13616 whole entry, looked up): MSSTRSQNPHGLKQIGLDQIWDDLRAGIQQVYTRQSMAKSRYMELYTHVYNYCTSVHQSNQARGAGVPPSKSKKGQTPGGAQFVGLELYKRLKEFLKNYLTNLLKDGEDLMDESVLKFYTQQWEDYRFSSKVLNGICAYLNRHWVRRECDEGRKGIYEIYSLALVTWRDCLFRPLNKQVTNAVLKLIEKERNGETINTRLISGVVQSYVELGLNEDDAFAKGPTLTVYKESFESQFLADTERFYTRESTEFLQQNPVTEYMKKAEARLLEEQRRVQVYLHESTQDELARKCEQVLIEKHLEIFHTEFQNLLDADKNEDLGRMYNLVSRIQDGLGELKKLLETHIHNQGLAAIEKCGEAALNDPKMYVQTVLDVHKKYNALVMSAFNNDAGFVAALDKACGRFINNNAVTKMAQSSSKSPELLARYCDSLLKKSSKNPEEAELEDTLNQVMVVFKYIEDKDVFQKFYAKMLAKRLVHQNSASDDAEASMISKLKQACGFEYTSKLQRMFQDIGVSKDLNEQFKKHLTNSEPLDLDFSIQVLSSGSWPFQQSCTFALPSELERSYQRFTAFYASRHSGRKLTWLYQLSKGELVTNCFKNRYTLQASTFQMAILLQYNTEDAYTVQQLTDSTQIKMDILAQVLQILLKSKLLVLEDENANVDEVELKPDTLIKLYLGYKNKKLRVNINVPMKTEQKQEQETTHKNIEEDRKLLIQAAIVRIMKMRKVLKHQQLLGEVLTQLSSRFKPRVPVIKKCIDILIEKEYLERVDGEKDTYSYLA
* = called active by the depositor; & = joins results of further samples. Only part of the results is shown; the hit share may differ from the screen's.

ROC1-CUL1 inh | SMILES
0.9 | Cc1cc2c(c(=O)o1)C(c1ccccc1OC(=O)N1CCOCC1)C(C#N)C(=N)O2 (configuration not stated)
0.7 | O=C(N/N=C/c1ccc(OCc2c(Cl)cccc2Cl)cc1)c1ccncc1
-2.8 | CCc1nc(CNC(C)c2cnc(N(C)C3CCCCC3)nc2C)c(C)[nH]1 (configuration not stated)
-1.8 | CC1CCN(S(=O)(=O)c2ccc3c(c2)N(CC(=O)NC(C)C)C(=O)CS3)CC1
-6.1 | O=C(Nc1ccc(O)cc1)C1CCCCC1
-0.8 | CCOC(=O)Cn1c(=O)n(C2CCCCC2)c2nc(-c3ccc(CC)cc3)nc(C(N)=O)c21
4.6 | CCOc1cc2c(cc1OCC)C(CC(=O)O)N(C(=O)Nc1ccccc1C(F)(F)F)CC2 (configuration not stated)
1.2 | O=C1C2C(C(=O)N1c1ccccc1)N1C(c3cccs3)C3C(=O)N(c4ccccc4)C(=O)C3N1C2c1cccs1 (configuration not stated)
3.2 | NC1=NC2CS(=O)(=O)CC2S1 (configuration not stated)
5.2 | OCC(O)CC1OC2NC(=S)OC2C1O (configuration not stated)
-6.3 | Cc1c2cnn(-c3ccccc3)c(=O)c2c(C)n1CC(=O)NCc1ccc(Cl)cc1
12.4 | CCOC(=O)/C(C#N)=C1/C(=O)N(Cc2ccccc2)c2ccccc21
1.9 | O=C(c1cccc(F)c1)N1CCC(C2(c3ccccn3)NC(=O)N(CCc3cccs3)C2=O)CC1 (configuration not stated)
3.4 | COc1ccc(Cl)cc1NC(=O)c1nn(C)c2c1CS(=O)(=O)c1ccccc1-2
-7.8 | CC(C)Sc1nnc(-c2ccccc2N)c(=O)[nH]1
5.7 | N#Cc1c(-c2ccccc2)cc(-c2ccccc2)nc1SCC(O)CS(=O)(=O)Cc1ccccc1 (configuration not stated)
3.8 | c1ccc(-c2cn3c(ccc4ccccc43)n2)cc1
16.2 | CCOc1cc(/C=C2/C(=O)N(c3ccccc3)N=C2C)ccc1OCCCOc1ccccc1
-2.6 | O=C(c1cc(F)ccc1F)N1CCc2c([nH]c3ccccc23)C1c1ccc2c(c1)OCO2 (configuration not stated)
12.4 | Nn1c(-c2ccccc2)n[nH]c1=O
5.6 | COc1ccc(N=CC2=C(c3ccccc3)Oc3ccccc3C2c2ccccc2)cc1NC(C)=O (configuration not stated)
10.6 | Cn1cc(CNc2ccc(C(=O)N3CCCC(Cn4ccnc4)C3)cn2)cn1 (configuration not stated)
0.6 | O=C(NCC1CCCN(S(=O)(=O)c2ccc(F)cc2Cl)C1)c1ccco1 (configuration not stated)
1.6 | COc1ccccc1N1CCN(C(=O)Cc2cccc(C)c2)CC1
4.3 | CN(C)CCN1C(=O)NC(CCc2ccccc2)(C2CCN(C(=O)Cc3ccsc3)CC2)C1=O (configuration not stated)
-21.3 | O=[N+]([O-])c1ccc(-n2cccn2)s1
7.7 | CC(C)CC(=O)Nc1cccc(-c2cn3cccnc3n2)c1
2.6 | CC(CCC(=O)NCC(=O)O)C1CCC2C3C(C[C@H](O)C12C)C1(C)CC[C@@H](O)CC1C[C@H]3O (some centres not stated)
8.3 | Cc1c(Cl)cccc1-n1ncc(C(=O)N2CCOCC2)c1C1CCN(C(=O)OC(C)(C)C)CC1
-8.5 | COc1ccc(C(=O)Nc2cccc(C(=O)OCc3cc(=O)n4c5c(sc4n3)CCCC5)c2)cc1
13.6 | Clc1ccc(-c2nnc3n2CCCS3)cc1
-3.5 | CCCn1c(=N)c(C(=O)NCC2CCCO2)cc2c(=O)n3cc(C)ccc3nc21 (configuration not stated)
11.0 | Cc1cc(OS(C)(=O)=O)c(C(C)C)cc1Cl
-1.3 | CCCc1cc(N2CCN(c3cc(Cl)ccc3C)CC2)n2cnnc2n1
-3.4 | Cc1cc(C(=O)CN2CCOCC2)c(C)n1-c1ccc(Cl)c(Cl)c1
5.4 | CCOC(=O)c1ccccc1NC(=O)CCOc1ccccc1
-0.3 | CCCNS(=O)(=O)c1cc(Cl)c(C)cc1OCC
11.4 | COc1ccc(Br)cc1CNC(Cc1ccccc1)c1ccccc1 (configuration not stated)
5.5 | Cc1ccc(/C=C2\SC(=O)N(CCCc3ccccc3)C2=O)o1
8.4 | Cc1nc(N2CCCC2)c2c3c(sc2n1)CC(C)CC3 (configuration not stated)
-8.9 | COc1cc(C(=O)Nc2cccc(OCc3cc(=O)n4cc(C)sc4n3)c2)cc(OC)c1OC
-5.4 | Cn1c(SCc2ccccc2C#N)nnc1-c1ccc(NC(=O)COc2ccccc2)cc1
-9.5 | CCOC(=O)/C(=N/O)c1nn2cnnc2s1
-2.8 | CC1CCc2c(sc3ncn(CC(=O)N=Nc4c(O)[nH]c5ccccc45)c(=O)c23)C1 (configuration not stated)
-5.8 | CC(C)C(=O)Nc1ccccc1Cl

Single entries from the entries so far.
Reading of `COc1ccc(Br)cc1CNC(Cc1ccccc1)c1ccccc1` (configuration not stated) in ROC1-CUL1 inh: 11.4
Reading of `Cc1cc(OS(C)(=O)=O)c(C(C)C)cc1Cl` in ROC1-CUL1 inh: 11.0
Reading of `CC(C)C(=O)Nc1ccccc1Cl` in ROC1-CUL1 inh: -5.8

4 compounds already listed, ordered by their value in ROC1-CUL1 inh, highest first.
structure	ROC1-CUL1 inh
Clc1ccc(-c2nnc3n2CCCS3)cc1	13.6
Cc1ccc(/C=C2\SC(=O)N(CCCc3ccccc3)C2=O)o1	5.5
CCOC(=O)c1ccccc1NC(=O)CCOc1ccccc1	5.4
CCCc1cc(N2CCN(c3cc(Cl)ccc3C)CC2)n2cnnc2n1	-1.3

Later entries
ROC1-CUL1 inh | SMILES
2.1 | COc1ccc(S(=O)(=O)Nc2cc(-c3cn4ccccc4n3)ccc2C)cc1
-2.6 | c1ccc(Cc2ccc(Oc3nc(-c4ccccc4)nc4ccccc34)cc2)cc1
-2.2 | CCC(=O)NC(Nc1ccccc1)(C(F)(F)F)C(F)(F)F
3.4 | CCCCNC(=O)c1ccc(-c2nc(CS(=O)(=O)c3ccc(C)cc3)c(C)o2)cc1
-9.5 | Cc1cccc(OCC(=O)Nc2ccccc2OCc2cc(=O)n3cc(C)ccc3n2)c1
-5.8 | Cc1ccc(C(=O)N2CCN(Cc3ccco3)CC2)cc1C
4.0 | O=C(O)c1ccc(CSc2ncn[nH]2)cc1
7.2 | O=C(N/N=C/c1ccccn1)NC12CC3CC(CC(C3)C1)C2
-1.5 | CN1CCN(C2CC(=O)N(c3ccc4c(c3)OCCO4)C2=O)CC1 (configuration not stated)
0.4 | Cc1ccc(C)c(CN2C(=O)c3ccccc3S(=O)c3ccc(C(=O)NCCc4ccc(Cl)cc4)cc32)c1 (configuration not stated)
-8.8 | C=C1CN=C(N(C(=O)Nc2ccccc2)c2ccc(F)cc2F)S1
0.8 | O=C1N(c2ccccc2)C[C@@H]2C[C@@H](c3ccsc3)N3CCC[C@@]123
-3.7 | Cc1ccc(-c2cc(C(=O)Nc3c(C(=O)c4ccc(C)c(F)c4)oc4ccccc34)no2)cc1
4.2 | C/C(=N\NC(=O)c1ccc(Br)o1)c1cc2c(cc1NC(=O)CCC(=O)O)OCO2
-5.0 | COc1ccc(/C=C2\SC(=S)N(C3CCCCC3)C2=O)cc1O
-5.5 | COC(=O)CC(NC1CCN(c2ccc(NC(=O)c3ccc(OC)cc3)cc2)CC1)C(=O)OC (configuration not stated)
-6.1 | CCN(CC)c1ccc(/C=N/NC(=O)c2cc(-c3ccc(C)o3)nc3ccccc23)c(O)c1
7.1 | CC(C)N(Cc1ccccc1)C(=O)CCS(=O)(=O)c1cc2c(cc1Cl)NC(=O)CO2
-14.1 | Cn1c(SCc2ccc(F)cc2)nc2c([nH]c3ccccc32)c1=O
-2.4 | CN1C(=S)SC2c3ccccc3CCN21 (configuration not stated)
6.2 | CCCCCCC(=O)Oc1ccc(N2C(=O)C3C4CC(C(Br)C4Br)C3C2=O)cc1 (configuration not stated)
-2.1&-3.3 | CCOC(=O)c1c(C)n(-c2ccccc2)c2ccc(OC(=O)COc3ccccc3)cc12
0.0 | C#CCN1C(=O)COc2cc(F)c(N)cc21
14.5 | COC(=O)C1CN(C)CCC1(C)OC(=O)Oc1ccccc1 (configuration not stated)
10.5 | CC(Oc1ccc(F)cc1)C(=O)N1CCN(c2ncccn2)CC1 (configuration not stated)
3.5 | Cc1cc(C)c2nc(NC(=O)c3ccc(S(=O)(=O)N4CCC(C)CC4)cc3)sc2c1
-2.9 | C=CCN1C(=O)C(C=Nc2ccc(Cl)cc2C(=O)c2ccccc2)C(=O)N(CCCC)C1=O (configuration not stated)
4.0 | Cn1c(O)c(N=NC(=O)Cn2nnc(-c3ccccc3)n2)c2ccccc21
4.0 | COCC(C)(C)NS(=O)(=O)c1ccccc1
8.0 | CN(C)Cc1cccc(OCC(O)CN(C)C2CCCCC2)c1 (configuration not stated)
-2.3 | COc1ccccc1CCC(=O)Nc1cnn(CC(=O)NCc2ccc(-n3cccn3)cc2)c1
0.1 | Cc1ccc(CNS(=O)(=O)c2ccc(N3CCCCS3(=O)=O)cc2)cc1
1.1 | CC1CCc2nc(NC(=O)COc3ccc(C(C)(C)C)cc3)sc2C1 (configuration not stated)
-3.5 | CN(c1ccc(C(=O)NCCSCc2ccc(Cl)cc2Cl)cc1)S(=O)(=O)c1ccccc1
2.3 | CCC(=O)c1cc2c(C)cc(=O)oc2c(C)c1O
-0.6 | CCc1ccccc1S(=O)(=O)Cc1ccc(C(=O)NCCc2ccc(Cl)cc2)o1
0.6 | COc1ccccc1C(=O)NCC1(N2CCN(C)CC2)CCCCC1
-9.7 | O=C(O)c1ccccc1-c1ccccc1C(=O)c1ccc2ccccc2n1
32.0* | CCOC(=O)c1c(C)sc(-c2c(-c3ccc(OC)c(F)c3)[nH]c3c2c(=O)[nH]c(=O)n3C)c1O
7.4 | O=C(O)CC(Cc1ccc(Cl)cc1)C(=O)Nc1ccccc1 (configuration not stated)
-4.0 | COc1cc2cnncc2cc1OC
-2.9 | Nc1ccc(S(=O)(=O)NC2(C(F)(F)F)NC(=O)N(c3cccc(Cl)c3)C2=O)cc1 (configuration not stated)
2.8 | Cc1ccc(NC(=O)CN2CCN(c3ccc(F)cc3)CC2)cc1Cl
2.8 | COCCn1c(C)cn2c3c(=O)n(Cc4ccccc4F)c(=O)n(C)c3nc12
-5.6 | Cc1nc(S(=O)(=O)N2CCc3[nH]nc(CCC(C)C)c3C2)cn1C

A different layout for part of the listing above:
structure,ROC1-CUL1 inh
Cc1nc(S(=O)(=O)N2CCc3[nH]nc(CCC(C)C)c3C2)cn1C,-5.6
Cc1ccc(CNS(=O)(=O)c2ccc(N3CCCCS3(=O)=O)cc2)cc1,0.1
CCc1ccccc1S(=O)(=O)Cc1ccc(C(=O)NCCc2ccc(Cl)cc2)o1,-0.6
O=C(O)c1ccccc1-c1ccccc1C(=O)c1ccc2ccccc2n1,-9.7
CN(c1ccc(C(=O)NCCSCc2ccc(Cl)cc2Cl)cc1)S(=O)(=O)c1ccccc1,-3.5
COc1ccccc1C(=O)NCC1(N2CCN(C)CC2)CCCCC1,0.6

Other results follow:
ROC1-CUL1 inh | SMILES
13.7 | CCOC(=O)c1cnc2ccc(C)cc2c1NCCc1ccc(OC)c(OC)c1
2.7 | CS(=O)(=O)CCC(C(=O)O)N1C(=O)c2ccc(Oc3ccc(Cl)cc3)cc2C1=O (configuration not stated)
3.5 | C=CCN1C(=O)C2(NCCc3c2[nH]c2ccccc32)c2ccccc21 (configuration not stated)
-1.8 | CCCC1CCc2c(sc(NC(=O)C3CCCCC3C(=O)O)c2C(N)=O)C1 (configuration not stated)
-7.9 | CC(=O)Nc1cc(C(=O)OCc2ccc(F)cc2)ccc1C
0.1 | CCN1C(=O)C2(OCCCO2)c2c(Cl)ccc(Cl)c21
-3.1 | CCc1ccc2ncc3c(-c4ccc(F)cc4)nn(CC(=O)NCc4ccccc4)c3c2c1
-7.8 | COC(=O)c1cc(NS(=O)(=O)c2ccc(C)cc2)ccc1O
-10.8 | Cc1ccc(-c2nn3c(-c4ccccn4)nnc3s2)cc1
0.4 | Cc1ccc(C(=O)C2C(=N)N(c3ccc(C)c(Cl)c3)C3=C(C(=O)CCC3)C2c2ccccc2)cc1 (configuration not stated)
2.3 | COc1ccc(N2CCN(C(=O)c3cccn3-c3nnc(N4CCCC4)s3)CC2)cc1
14.7 | CCCC1Oc2c(Cl)cccc2N(O)C1=O (configuration not stated)
1.6 | CCCn1nnc(NC(=S)NC(=O)c2ccc(C)cc2Cl)n1
2.7 | O=C1/C(=C/c2ccccc2)COc2ccc3ccccc3c21
1.4 | Cc1onc(-c2c(F)cccc2Cl)c1C(=O)Nc1cc(F)ccc1F
-1.1 | Cc1cc(C)cc(NC(=O)COCc2cc(-c3ccc4c(c3)OCO4)on2)c1
-0.7 | CCN1C(=O)C(CC(=O)Nc2ccc(C)cc2)SC1=NS(=O)(=O)c1ccccc1 (configuration not stated)
0.7 | Cc1c(NS(=O)(=O)N2CCC(C)CC2)c(=O)n(-c2ccccc2)n1C
6.8 | O=C(Nc1cccc(/C=C/c2ccncc2)c1)c1ccc(F)cc1
6.4 | Cc1ccc(C(=O)Nc2cc(C(=O)O)cc(C(=O)O)c2)cc1C
31.2* | Nc1c(Cl)cc2nn(-c3ccccc3)nc2c1Br
-1.0 | O=C(NCC(c1ccc(Cl)cc1)N1CCCCC1)c1ccccc1F (configuration not stated)
1.8 | Cc1ccc2nc3c(cc(C(=O)N4CCc5ccccc5C4)n3C)c(=O)n2c1
2.1 | Cc1ccc(NC(=O)CCc2ccc(S(=O)(=O)NC(C)c3ccccc3)cc2)cc1 (configuration not stated)
7.1 | CCCC(C)NC(=O)c1c(-c2c(F)cccc2Cl)noc1C (configuration not stated)
6.4 | COCCN(C)C(=O)CC1C(=O)NCCN1Cc1ccc(F)cc1Cl (configuration not stated)
-8.7 | S=c1nc(-c2ccccc2)ccn1-c1cccc(Br)c1
5.2 | COc1cccc(CC2(CO)CCCN(Cc3csc(C(C)=O)c3)C2)c1 (configuration not stated)
-1.9 | O=C(Nc1nc2ccc(Cl)cc2s1)c1sc2ccccc2c1Cl
-8.6 | Cc1[nH]cnc1CN1CC[C@@H](N2CCN(c3ccccn3)CC2)[C@H](O)C1
8.4 | C=CCn1c(SCC(=O)N=C2C(=O)N(c3ccccc3)N(C)C2C)nc2sc(-c3ccccc3)cc2c1=O (configuration not stated)
7.3 | COc1ccc(CN2C(=S)N(c3ccc(OC)cc3)C(=O)C2CC(=O)Nc2ccc(OC(F)(F)Cl)cc2)cc1 (configuration not stated)

Screens (PubChem)
